# Source: PubChem
# CRFBP-R2 agonist: CRF-BP/CRF-R2 complex agonism | actives 0.46% (n = 350,000) | activation, % at 13.2 µM | AID 588473 | HEK293 CRF-R2/CRF-BP, calcium dye fluorescence (FLIPR); percent of saturating CRF peptide response;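 active = activation of at least 50%, plus an integration ratio under a set limit after plate pattern correction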;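 also: plate controls were neutral control wells without compound for no effect and CRF at EC100 for full effect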
# GalR3 antagonist: antagonists of human GalR3; HEK293 GalR3-CNG cAMP membrane potential fluorescence; galR3 body fused to GalR1 C-terminus; inhibition, % at 3 µM; actives 0.44% (n = 360,000);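 active = inhibition above the screen-wide average plus 3 SD, cut at about 13% in these data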;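 also: forskolin and galanin both at EC90 stimulate the cells; cAMP rise reported by CNG channel membrane potential dye signal; 0% = forskolin plus galanin with DMSO and 100% = forskolin alone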
# Target sequence (O60755 1-299 limits assumed): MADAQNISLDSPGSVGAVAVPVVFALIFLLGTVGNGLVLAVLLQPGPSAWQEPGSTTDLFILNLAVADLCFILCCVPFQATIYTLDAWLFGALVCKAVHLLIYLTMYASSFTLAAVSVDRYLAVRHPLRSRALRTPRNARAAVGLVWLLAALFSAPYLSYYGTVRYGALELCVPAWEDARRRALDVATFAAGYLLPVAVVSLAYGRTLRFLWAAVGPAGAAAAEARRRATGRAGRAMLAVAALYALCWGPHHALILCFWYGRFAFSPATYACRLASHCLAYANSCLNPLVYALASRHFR
# CRFBP-R2 block: CRF-BP/CRF-R2 complex antagonism | HEK293 CRF-R2/CRF-BP, CRF-induced calcium fluorescence | inhibition, % at 11.8 µM | actives 0.59% (n = 350,000) | AID 588475;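 active = inhibition of the ligand-induced calcium signal above about 50% at the single tested concentration, limit read from the data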
# Starred values were filed as active, the others as inactive.
CRFBP-R2 agonist	GalR3 antagonist	CRFBP-R2 block	mol
-0.1	-2.0	-20.6	O=C(CN1C(=O)NC2(CCCCCC2)C1=O)c1ccc(OC(F)F)cc1OC(F)F
2.0	-4.3	-2.0	COc1ccccc1NC(=O)c1ccc(NC(=O)C2CC2C)cc1 (centres undefined)
2.2	-1.6	-34.0	O=C(C=Cc1ccccn1)c1ccccc1O
0.3	-2.5	-2.3	O=C(CSc1nc(=O)n(CCCN2CCOCC2)c2c1CCCC2)Nc1ccc(F)c(F)c1
0.0	-2.8	13.2	COc1cc(C=O)ccc1OCC(=O)Nc1cccc(S(=O)(=O)N(C)c2ccccc2)c1
0.3	-8.8	-19.5	CN(C)CC/C=C1/c2ccc(F)cc2Sc2ccc(Cl)cc21
-3.2	-7.3	-27.2	C[C@@H](C(=O)Nc1ccc(OC(F)F)c(Cl)c1)N1C(=O)C2CC=CCC2C1=O (some centres undefined)
-1.2	2.0	42.1	Cc1[nH]n(-c2ccccc2)c(=O)c1N=Nc1c(O)cc(S(=O)(=O)N(C)C)c2ccccc12
-1.8	-3.3	32.1	Cc1ccc(NC(=C(C#N)C#N)c2ccccc2)cc1
4.2	-4.2	14.9	C[C@@H]1CN([C@@H](C)CO)C(=O)c2cc(NC(=O)c3ccccc3)ccc2O[C@@H](C)CCCCO[C@@H]1CN(C)Cc1ccc(C(F)(F)F)cc1
-1.5	-9.4	9.1	O=C(NCC1COc2ccccc2O1)c1ccc(Cl)c(S(=O)(=O)N2CCCC2)c1 (centres undefined)
1.0	-2.3	-10.5	COc1ccccc1S(=O)(=O)NCc1ccc(C(=O)NC2CCC(O)CC2)cc1 (centres undefined)
-1.1	1.1	-5.1	CCCNC(=O)c1ccc(N2CCC3(CC2)CC(c2cccc(Br)c2)=NO3)c(N)c1
-0.5	-3.9	-16.8	O=C(CN1C(=O)NC2(CCCCCC2)C1=O)Nc1ccc(Cl)cc1Cl
-0.9	-3.4	4.7	CC(Oc1cccc(Cl)c1)C(=O)Nc1ccccc1C(=O)N1CCCCC1 (centres undefined)

# Four compounds out of the list, ordered by formula weight, high to low:
CRFBP-R2 agonist	GalR3 antagonist	CRFBP-R2 block	mol
-0.1	-2.0	-20.6	O=C(CN1C(=O)NC2(CCCCCC2)C1=O)c1ccc(OC(F)F)cc1OC(F)F
-3.2	-7.3	-27.2	C[C@@H](C(=O)Nc1ccc(OC(F)F)c(Cl)c1)N1C(=O)C2CC=CCC2C1=O (some centres undefined)
-1.8	-3.3	32.1	Cc1ccc(NC(=C(C#N)C#N)c2ccccc2)cc1
2.2	-1.6	-34.0	O=C(C=Cc1ccccn1)c1ccccc1O

# Continued:
CRFBP-R2 agonist	GalR3 antagonist	CRFBP-R2 block	mol
2.1	-5.9	11.9	O=C(NCC(c1ccco1)N1CCc2ccccc2C1)C(=O)Nc1ccccc1F (centres undefined)
-0.1	-2.4	0.6	Cc1nn(-c2ccccc2)c(Cl)c1C(=O)NCC1CCCO1 (centres undefined)
-0.4	-3.1	3.0	CCNc1nc(NCC)n2c(SCC(=O)Nc3ccc(C)c(C)c3)nnc2n1
2.3	5.2	8.5	N#Cc1cccc(NC(=O)CNc2cc(S(=O)(=O)N3CCOCC3)ccc2N2CCCC2)c1
-3.4	12.6*	1.2	COc1cccc(/C=C/C(=O)OCC(=O)Nc2nnc(-c3ccccc3)o2)c1OC
4.5	-3.7	-4.3	CC(=O)Nc1ccc(S(=O)(=O)Nc2nc3ccccc3nc2N2CCOCC2)cc1
-1.3	-1.4	-12.2	Cc1cc(Cl)ccc1OCC(=O)Nc1cccc(S(=O)(=O)NC2=NCCCCC2)c1
-0.5	-7.2	-0.6	C=CC[C@H](CC(=O)N(CCO)Cc1ccccc1)C(=O)N[C@H](COC(=O)[C@@H](CC=C)CC(=O)OC(C)(C)C)Cc1c[nH]c2ccccc12
0.0	5.8	19.0	COc1ccc(CCNC(=O)C(=O)NCC2CCCN2S(=O)(=O)c2ccccc2)cc1OC (centres undefined)
-1.8	-4.0	-17.7	O=C(COC(=O)c1ccc(F)cc1Cl)NC(=O)NC1CCCC1
4.2	-3.6	3.7	Nc1c(C(=O)Nc2ccccc2)sc2nc(N3CCOCC3)c3c(c12)CCCC3
1.2	0.6	26.8	O=C(C(c1ccccc1)C(O)(c1ccccc1)c1ccccc1)N1CCOCC1 (centres undefined)
-0.3	2.7	6.9	Cc1noc(NS(=O)(=O)c2ccc(NC(=O)c3cccc(S(=O)(=O)Nc4ccccc4F)c3)cc2)c1C
-1.0	-5.0	-12.0	Cc1ccc(NC(=O)CN(C)C(=O)CNC(=O)c2sc3ccccc3c2Cl)cc1
0.2	-4.7	-22.0	CCOc1ccccc1NC(=O)COC(=O)C12CC3CC(CC(O)(C3)C1)C2
-0.5	-2.8	4.7	C=CCn1c(SCC(=O)NCC(c2ccccc2)N(C)C)nnc1C1CCCCC1 (centres undefined)
0.3	1.6	-3.1	O=C(COC(=O)c1cccc(S(=O)(=O)N2CCCC2)c1)Nc1ccccc1Cl
2.7	-4.8	-16.9	O=C1CN(C(=O)COC(=O)CCc2ccccc2O)c2ccccc2N1
-0.9	-4.7	-28.2	CC[C@H](C)[C@H]1CNC(=S)N1CC1CCN(CCC23CC4CC(CC(C4)C2)C3)CC1
0.8	3.0	2.9	Cc1cc(C(=O)OCC(=O)NCc2ccc(F)cc2)c2ccccc2n1
0.9	-1.9	-5.4	O=S(=O)(NCC(c1ccc2c(c1)OCO2)N1CCOCC1)c1ccc(F)cc1 (centres undefined)
2.7	-2.8	-1.8	COc1ccc(N=[N+]([O-])c2ccc(OC)cc2)cc1
0.8	0.0	7.7	OCC(CO)c1cnnc2ccccc12
5.9	-4.5	5.1	O=C(NCCc1ccccc1)C1CCC(Cn2c(=O)c3ccccc3n(Cc3cccc(Cl)c3)c2=O)CC1 (centres undefined)
1.4	0.2	9.5	CC(=O)Nc1cccc(C(=O)Nc2ccc(S(=O)(=O)N3CCCCC3)cc2)c1
2.1	-2.4	-20.9	Cc1ccc2nc(NC(=O)CN3C(=O)NC4(CCCCC4)C3=O)sc2c1
-5.3	-5.9	11.2	CC(C)=CCC/C(C)=C/CNC(=O)C[C@H]1C[C@H](C(=O)N2CCOCC2)[C@@]2(CCC3CCCC3)c3[nH]c4cc(CCC(=O)N(C)C)ccc4c3CCN2C1=O
-0.6	-2.9	1.5	COc1nnc(-c2ccc(N3CCCCC3)c(NC(=O)COc3ccccc3)c2)c2ccccc12
-1.8	-1.4	28.3	CC1CCCCC1NC(=O)Cn1c(=O)cnc2ccccc21 (centres undefined)
-1.4	-1.0	28.7	COC(=O)[C@H]1C[C@H](OC(=O)NCC2CCCCC2)[C@@]2(O)CN(S(=O)(=O)c3ccc(C)cc3)CC2[C@H]1C(=O)OC (some centres undefined)
-3.1	-2.3	11.6	COC(=O)C1CN(Cc2ccccc2)C(=O)C1=O (centres undefined)
0.1	-5.1	2.6	Cc1cc(C([O-])=C(C(=S)Nc2ccccc2)[n+]2ccccc2)c(C)n1-c1ccccc1
1.1	-5.7	-1.8	CNS(=O)(=O)c1cccc(C(=O)OCC(=O)N2CCN(C(=O)c3ccco3)CC2)c1
-1.1	-4.8	-8.5	CCN(CC(=O)Nc1cc(Cl)ccc1C)C(=O)c1cc([N+](=O)[O-])ccc1N1CCOCC1
-0.2	-5.3	-5.5	O=C(O)C(c1ccccc1)C(O)C1CC=CCC1 (centres undefined)
0.9	-6.8	-10.1	CCCCOc1ccc(C(=O)NCC(=O)NCC(c2cccs2)N2CCOCC2)cc1 (centres undefined)
-0.6	-8.3	0.8	Cc1cccc(NC(=O)CNC(=O)c2ccc(S(=O)(=O)NCc3ccco3)cc2)c1C
2.9	-2.9	-1.3	Cc1noc(C)c1NC(=O)N(C)C[C@@H]1Oc2ccc(NC(=O)CCC(F)(F)F)cc2CC(=O)N([C@@H](C)CO)C[C@@H]1C
-0.4	0.9	-4.6	CCN(Cc1ccc2c(c1)OCCO2)C(=O)CN1C(=O)NC2(CCCCC2)C1=O
-1.9	-1.5	5.0	CCOc1ccc(S(=O)(=O)Nc2ccc(C(=O)NCCCN3CCCC3=O)cc2)cc1
8.3	-3.3	-5.7	Cc1ccc(C(=O)OCCOc2cccc(Cl)c2)cc1S(=O)(=O)N1CCOCC1
0.8	-0.9	-5.8	COc1cccc(CNC(=O)c2cc(C3CC3)nc3c2cnn3C(C)C)c1
0.0	-6.3	-12.4	Cc1cc(NC(=O)COC(=O)c2c(C)c(C)c(C)c(C)c2C)no1
3.9	-3.8	24.8	Cc1ccc(N(Cc2ccccc2)C(=O)c2cccc(S(=O)(=O)N3CC(C)OC(C)C3)c2)cc1 (centres undefined)
-1.9	-4.9	-2.6	O=C(/C=C/c1ccc(F)cc1)N1CCN(Cc2ccccc2)CC1
-1.4	-1.9	3.9	O=C(CCC(=O)c1ccc(Cl)cc1)OCc1nc2ccsc2c(=O)[nH]1
0.8	-7.0	-2.2	O=S1(=O)CCOC[C@H](Cc2ccccc2)N1Cc1ccccc1Br
-1.3	3.3	4.4	CCN(CC)C(=O)[C@H]1C[C@H](CC(=O)NCCCn2ccnc2)C(=O)N2CCc3c([nH]c4ccc(Cl)cc34)[C@]12C
-0.2	-1.7	3.9	CC(Oc1ccccc1F)c1nnc(SCC(=O)NCc2ccc3c(c2)OCO3)o1 (centres undefined)
1.2	-4.1	-17.6	COc1ccc(CC(O)CO)cc1OCc1ccccc1 (centres undefined)
10.7	-5.4	-13.6	CC1(c2ccc(Cl)cc2)NC(=O)N(CC(=O)NCCC2=CCCCC2)C1=O (centres undefined)
0.0	-3.3	4.6	Cc1ccc(C)c(NC(=O)COC(=O)c2ccc3c(c2)OCCO3)c1
-1.7	-3.0	4.5	NC(=O)CC(NC(=O)Cc1ccc(Br)cc1)c1ccc(NC2CCCCCCC2)c([N+](=O)[O-])c1 (centres undefined)
-2.2	-5.4	21.2	N#Cc1ccc(C2=CC(=O)C[C@H](c3ccc(Cl)cc3)C2)cc1
2.7	-3.2	6.9	CN(Cc1cc(Cl)cc(Cl)c1)[C@H]1C[C@H]2c3[nH]c4ccccc4c3CCN2C(=O)[C@H]1CO
-1.0	-6.2	2.6	O=C(c1cccs1)N1C[C@@H](O)[C@H](n2cc(-c3ccc(F)cc3)nn2)C[C@@H]1c1ccc(Cl)cc1
-0.7	0.1	3.5	COc1ccc(OCCCC(=O)OCC(=O)NNC(=O)c2ccc([N+](=O)[O-])cc2)cc1
1.8	-3.2	-18.6	CC(OC(=O)Cn1[nH]c(=O)c2ccccc2c1=O)C(=O)Nc1ccc(F)cc1 (centres undefined)
5.7	-4.6	9.0	CCOC(=O)c1nn(C)c(=S)n(C)c1=O
-0.6	-5.3	-5.8	CC(C)=CCC[C@](C)(O[C@@H]1O[C@H](CO[C@@H]2OC[C@H](O[C@@H]3OC[C@@H](O)[C@H](O)[C@H]3O)[C@H](O)[C@H]2O)[C@@H](O)[C@H](O)[C@H]1O)C1CC[C@]2(C)C1[C@H](O)CC1[C@@]3(C)CC[C@H](O)C(C)(C)C3[C@@H](O)C[C@]12C (some centres undefined)

# Next section.
CRFBP-R2 agonist	GalR3 antagonist	CRFBP-R2 block	mol
-1.9	-2.0	-2.1	COc1ccccc1NC(=O)N(C)C[C@@H]1OCc2cnnn2CCCC(=O)N([C@@H](C)CO)C[C@H]1C
-0.1	3.0	-1.5	CN(C)c1ccc(C(=O)NCC(c2cccs2)N2CCOCC2)cc1[N+](=O)[O-] (centres undefined)
1.1	-3.6	2.1	CCN(CC(=O)Nc1c(F)cccc1F)C(=O)c1cccc(S(=O)(=O)N(C)c2ccccc2)c1
3.3	-3.2	2.8	CC(C)(C)C(C(=O)Oc1ccccc1)c1ccccc1 (centres undefined)
1.0	1.4	-8.8	CN(CC(=O)Nc1sccc1C(N)=O)S(=O)(=O)c1ccc(Cl)cc1
-2.3	-7.8	25.4	Cc1ccc(Nc2nc(Cl)nc3ncn(C)c23)c(C)c1
14.7	-3.2	-12.9	CC1CN(C(=O)c2ccc(S(=O)(=O)Nc3cccc(C(F)(F)F)c3)cc2)CC(C)O1 (centres undefined)
-0.8	-3.2	3.7	CCOc1ccc(NC(=O)CN(C)C(=O)c2c(-c3ccccc3Cl)noc2C)cc1OCC
2.5	-4.5	-10.8	COc1ccc(C(=O)COC(=O)[C@H](C)NS(=O)(=O)c2ccc(NC(C)=O)cc2)cc1OC
4.2	-3.1	-13.3	CN(C)S(=O)(=O)c1ccc(C(=O)OCC(=O)c2csc(N3CCCCC3)n2)cc1
-0.5	-4.3	-5.6	CC1(C)NC(=O)N(CC(=O)OCC(=O)NC(=O)c2ccccc2)C1=O
-2.6	-3.1	7.0	COc1ccc(C(=O)N(C)C2(C)CCS(=O)(=O)C2)cc1OC (centres undefined)
0.7	-3.4	-5.2	CC(=O)Nc1ccc(C(=O)N2CCN(S(=O)(=O)c3ccc4c(c3)OCCCO4)CC2)cc1
0.8	-5.1	-1.9	CC(C)C[C@H]1CNC(=S)N1CC1CCCN1C[C@H](CC(C)C)N1C[C@H](Cc2ccccc2)N(CC2CCCCCC2)C1=S (some centres undefined)
-1.6	-3.0	-9.2	COc1ccc(-c2cn(Cc3ccc(C(N)=O)cc3)c(-c3ccncc3)n2)cc1
-1.3	-7.3	-0.5	CCOc1ccc(NC(=O)COC(=O)c2ccc3c(c2)OCO3)cc1
0.4	-6.3	19.3	CN(CCc1ccccc1)C(=O)c1cccc(NC(=O)Cc2cccc(NC(=O)C3CCN(C(=O)c4ccccc4)CC3)c2)c1

# Record cards, from the list above:
# CCN(CC)C(=O)[C@H]1C[C@H](CC(=O)NCCCn2ccnc2)C(=O)N2CCc3c([nH]c4ccc(Cl)cc34)[C@]12C is listed with CRFBP-R2 agonist: -1.3; GalR3 antagonist: 3.3; CRFBP-R2 block: 4.4
# CCN(CC(=O)Nc1cc(Cl)ccc1C)C(=O)c1cc([N+](=O)[O-])ccc1N1CCOCC1 is listed with CRFBP-R2 agonist: -1.1; GalR3 antagonist: -4.8; CRFBP-R2 block: -8.5

# An excerpt; count on the stated rates, not on these rows.
